Screens from PubChem BioAssay.
beta cell repl = inducers of beta-cell replication in MIN6 cells; proliferation, % at 10 µM; MIN6 cells proliferation, ATPlite luminescence, 48 h; cells starved in 0.2% serum; 100% = growth in 10% serum; hit rate 0.29% among 330,000;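 active = compounds whose signal lies at least 3.5 SD above the mean of all wells on their plate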;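 note: 0% = DMSO-treated cells in low-serum medium and 100% = 10% serum control; some compounds called inactive have numbers as strong as hits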
UBC13 polyUb = human UBC13 polyubiquitination inhibition; UBC13 polyubiquitin chain formation, TR-FRET; AID 485273; inhibition, % at 20 µM; P61088; hit rate 0.47% among 330,000; in the data active = inhibition above about 45%, passing the limit was not always enough
Target sequence (P61088 whole entry, looked up): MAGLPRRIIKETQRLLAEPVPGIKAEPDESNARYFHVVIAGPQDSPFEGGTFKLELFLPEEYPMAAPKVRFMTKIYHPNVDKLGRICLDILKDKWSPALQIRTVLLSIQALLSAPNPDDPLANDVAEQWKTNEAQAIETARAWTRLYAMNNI
SENP8 block-1 = blocks the human protease SENP8 | purified SENP8, Z-RLRGG-aminoluciferin cleavage, luminescence | inhibition, % at 10 µM | Q96LD8 | AID 2540 | hit rate 1.2% among 330,000; in the data active = inhibition above about 50%
Target sequence (Q96LD8 whole entry, looked up): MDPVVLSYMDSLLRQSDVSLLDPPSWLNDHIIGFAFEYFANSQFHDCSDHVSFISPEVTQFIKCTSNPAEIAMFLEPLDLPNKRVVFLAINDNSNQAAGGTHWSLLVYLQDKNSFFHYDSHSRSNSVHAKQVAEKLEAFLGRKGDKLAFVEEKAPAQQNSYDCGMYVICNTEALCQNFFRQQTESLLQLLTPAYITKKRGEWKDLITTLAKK
SENP1 inh = SENP1 (human) catalytic domain inhibition. hit rate 0.21% among 360,000. recombinant SENP1 catalytic domain, CyPet-SUMO1-YPet FRET cleavage. inhibition, % at 10 µM;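 active = inhibition at least 30% at 10 µM, raw YFP signal under a set limit, fluorescence ratio 0.5 to 1.5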;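 note: 0% = enzyme with DMSO and 100% = no enzyme wells; some results filed as inactive read as strong as hits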
Target sequence (Q9P0U3 419-644 limits assumed): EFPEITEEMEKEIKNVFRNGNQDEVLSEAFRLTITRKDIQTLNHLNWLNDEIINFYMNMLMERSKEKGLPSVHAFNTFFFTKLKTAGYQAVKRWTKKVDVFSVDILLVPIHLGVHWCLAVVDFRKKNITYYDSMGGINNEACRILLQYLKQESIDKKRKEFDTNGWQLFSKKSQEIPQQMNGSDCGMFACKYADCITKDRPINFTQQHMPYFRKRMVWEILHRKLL
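Test system: hSENP1 catalytic domain, recombinant; Amount: 20 pM final SENP1 enzyme; Medium: Tris pH 8 buffer plus EDTA, NaCl, BME, BSA, NP40, catalase; Schedule: 50 min enzyme reaction, room temperature, light-protected; Technique: FRET fluorescence in CFP and YFP emission channels; Controls: no-enzyme wells low, DMSO-plus-enzyme wells high control.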
SENP8 block-2 = inhibitors of human SENP8 protease; recombinant SENP8, Nedd8 substrate fluorescence; inhibition, % at 20 µM; hit rate 0.64% among 360,000; AID 602440; in the data active = inhibition mostly above about 40%, no sharp cut-off; inactive = mostly below about 27%
SENP7 inh = SENP7 protease inhibition | inhibition, % at 5 µM | recombinant SENP7, Z-RLRGG-aminoluciferin luminescence, 40 min | AID 434973 | hit rate 1.5% among 330,000;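 active = inhibition above about 50% at the single test dose, limit read from the data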;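 note: plate controls were DMSO with enzyme for no effect and no enzyme buffer wells for full effect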
Target sequence (Q9BQF6 706-1050 limits assumed): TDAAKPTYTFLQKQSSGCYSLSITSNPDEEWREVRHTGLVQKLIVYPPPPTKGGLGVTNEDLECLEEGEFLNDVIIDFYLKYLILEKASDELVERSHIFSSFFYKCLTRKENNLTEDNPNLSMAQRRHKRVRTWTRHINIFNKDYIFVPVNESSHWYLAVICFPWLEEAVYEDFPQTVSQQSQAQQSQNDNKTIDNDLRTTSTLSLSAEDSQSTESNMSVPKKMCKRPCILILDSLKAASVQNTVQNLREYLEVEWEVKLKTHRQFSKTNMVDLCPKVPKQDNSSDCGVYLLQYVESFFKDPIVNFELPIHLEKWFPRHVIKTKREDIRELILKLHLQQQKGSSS
HKDC1 inhibitor = inhibitors of human hexokinase HKDC1; Q2TB90; recombinant HKDC1, G6PDH/diaphorase resazurin coupled fluorescence; inhibition, % at 20 µM; hit rate 0.16% among 340,000;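 active = inhibition above about 35% when tested at 20 µM, limit read from the data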;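 note: plate controls were DMSO wells with enzyme for no effect and DMSO wells lacking enzyme for full effect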
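Material: recombinant HKDC1 hexokinase; Amount: HKDC1 at 5 µg/mL; Medium: Tris pH 8.0 buffer with MgCl2, Tween-20, BSA, BME; Schedule: 90 min reaction incubation at room temperature, dark; Technique: coupled resazurin fluorescence, excitation 525 nm, emission 613 nm.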
SENP6 block = inhibitors of human SENP6 protease; hit rate 1.8% among 330,000; Q9GZR1; inhibition, % at 10 µM; Recombinant SENP6 catalytic domain, aminoluciferin luminescence;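 active = inhibition above about 50% at the single tested dose, limit read from the data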;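 note: plate controls were DMSO wells with enzyme for no effect and DMSO wells lacking enzyme for full effect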
PfG6PD inh = PfG6PD (Plasmodium falciparum) enzyme inhibition; inhibition, % at 20 µM; PfGluPho enzyme, NADPH resazurin-diaphorase fluorescence; AID 504690; hit rate 0.78% among 350,000;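 active = inhibition reaching at least a set limit at 20 µM in the primary screen, cut at about 59% in these data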;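 note: 0% = DMSO wells with substrate and 100% = DMSO wells lacking glucose-6-phosphate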
Starred values were filed as active, the others as inactive; . = not tested or not shown. Compounds as they come; any-hit rate near 4%.

The first five records (preview)
SMILES	beta cell repl	UBC13 polyUb	SENP8 block-1	SENP1 inh	SENP8 block-2	SENP7 inh	HKDC1 inhibitor	SENP6 block	PfG6PD inh
COCCNC(=O)C(c1cccs1)N(Cc1cccs1)C(=O)Cn1nnc2ccccc21 (stereo not drawn)	1	-12	-7	0	8	1	-3	-10	6
O=C(NC(=S)Nc1ccc([N+](=O)[O-])cc1O)C1CCCCC1	-6	-23	-8	4	25	0	1	-7	-21
COC(=O)[C@@]1(Cc2ccccc2)[C@H]2C(=O)N(Cc3ccccc3)C(=O)[C@H]2[C@H]2CN=C(SCC3CC3)N21	.	.	.	0	-3	6	-2	.	20
C/C(=N\Nc1nccnc1Cl)c1c(F)c(F)c(F)c(F)c1F	0	-5	-1	0	2	1	-10	4	3
Cc1ccc(C2CC(c3ccc(Cl)cc3)=NNC2=O)cc1 (stereo not drawn)	-1	3	-3	2	22	4	0	-10	2

This part in full, from the start:
SMILES	beta cell repl	UBC13 polyUb	SENP8 block-1	SENP1 inh	SENP8 block-2	SENP7 inh	HKDC1 inhibitor	SENP6 block	PfG6PD inh
COCCNC(=O)C(c1cccs1)N(Cc1cccs1)C(=O)Cn1nnc2ccccc21 (stereo not drawn)	1	-12	-7	0	8	1	-3	-10	6
O=C(NC(=S)Nc1ccc([N+](=O)[O-])cc1O)C1CCCCC1	-6	-23	-8	4	25	0	1	-7	-21
COC(=O)[C@@]1(Cc2ccccc2)[C@H]2C(=O)N(Cc3ccccc3)C(=O)[C@H]2[C@H]2CN=C(SCC3CC3)N21	.	.	.	0	-3	6	-2	.	20
C/C(=N\Nc1nccnc1Cl)c1c(F)c(F)c(F)c(F)c1F	0	-5	-1	0	2	1	-10	4	3
Cc1ccc(C2CC(c3ccc(Cl)cc3)=NNC2=O)cc1 (stereo not drawn)	-1	3	-3	2	22	4	0	-10	2
Cc1cccc(N2CCN(C(=O)c3ccc4c(c3)c(C)c(C)n4C)CC2C)c1 (stereo not drawn)	-3	0	0	-1	1	2	5	7	10
O=C(O)c1ccccc1C(=O)Nc1nc(-c2ccc3ccccc3c2)cs1	-2	-18	-11	2	-10	8	0	9	-25
O=[N+]([O-])c1ccc(-c2ccn[nH]2)o1	1	-8	2	-3	23	0	13	22	-4
Cc1c(/C=C/C(=O)c2cccs2)cnn1C	-1	7	-14	-3	-77	-5	0	-20	13
C=CCC(NC(=O)c1ccc(C#N)cc1)C(=O)NCCC (stereo not drawn)	-5	-3	-3	0	8	8	-7	4	-11
CC1CC(C)CN(C(=O)COC(=O)Cc2ccc(Cl)cc2)C1 (stereo not drawn)	1	0	-5	2	19	-2	-1	-21	-11
CCN(CCNC(=O)c1ccc(CSc2nc3ccncc3[nH]2)cc1)c1ccccc1	0	0	-5	2	12	16	-4	-3	6
COc1cc(C(CC(=O)N2CCOCC2)c2c(OC)cc(OC)c3ccc(=O)oc23)cc(OC)c1OC (stereo not drawn)	-2	-2	2	-30	-308	-3	-2	-7	-5
O=C1NCCN1c1ccc(CN2CCN(C3CCCCC3)C(CCO)C2)cc1 (stereo not drawn)	0	2	2	-1	16	4	-1	7	-3
CCOC(=O)c1c(O)c2c(n(Cc3ccco3)c1=O)CCCC2	-2	-4	-2	0	-21	2	6	-26	18
O=S(=O)(c1ccccc1)N1CCC(O)(CSc2ccccc2)CC1	-1	4	-5	0	-3	-2	-6	3	-10
COC(=O)c1cnn2c(C(F)(F)F)cc(-c3ccc(F)cc3)nc12	1	9	-5	-7	-279	4	-5	-8	0
COc1ccc(C(=O)NC(=S)Nc2cccc(S(=O)(=O)N3CCOCC3)c2)cc1	-1	15	4	2	-16	-1	-4	9	-8
CCOC(=O)C1(CCc2ccccc2)CCN(Cc2c(O)cccc2OC)CC1	-6	17	0	-1	21	3	-8	5	3
CC1COc2ccccc2N1C(=O)c1ccccc1Cl (stereo not drawn)	-3	3	0	1	15	7	1	0	8
Cn1c(=O)[nH]c(=O)c2c1nc1n2CCCN1CCc1ccccc1	7.2*	-4	-1	5	30	2	-6	-10	15
CCCCn1c(N)c(N(CC(C)C)C(=O)c2ccc(C)o2)c(=O)[nH]c1=O	0	1	-2	-3	0	1	-6	-14	0
CCOc1ccc(CN2CCNC(=O)C2CC(=O)NCCCOc2cccnc2)cc1 (stereo not drawn)	-3	-2	-1	-7	-7	3	-6	-11	0
O=C(O)c1ccccc1N=Nc1c(O)[nH]c2ccc([N+](=O)[O-])cc12	-4	-26	95*	-6	29	94*	37*	99*	-9
O=C(NCCC(=O)N1CCN(C(=O)c2ccco2)CC1)c1ccc(Br)cc1	-4	2	-1	1	-1	-3	0	-19	-7
O=C(CCN1C(=O)c2ccc([N+](=O)[O-])cc2C1=O)Nc1ccc(O)cc1C(=O)O	2	-14	-1	2	20	8	-8	20	-14
Oc1ccc(-c2nc3ccccc3nc2-c2ccccc2)cc1	0	-2	-5	-1	-176	1	3	5	-12
COc1cccc(-c2c(C(=O)N/N=C/c3ccc(C)o3)nnn2-c2nonc2N)c1	-1	-10	0	2	-192	1	0	9	66*
O=S(=O)(c1cccs1)N1CCN(S(=O)(=O)c2cccs2)CC1	-3	-6	3	2	10	0	-11	-8	10
NCc1cc2c3c(c1)CCCN3CCC2	-1	54*	9	-18	-32	4	1	1	50
COc1ccc(C(=O)CSc2nnc(CNC(=O)c3ccc(S(=O)(=O)N(C)C)cc3)o2)cc1	-1	0	5	1	-13	-3	25	-2	-5
CCN(CC)S(=O)(=O)c1ccc(N2CCOCC2)c(NC(=O)C2CC2)c1	5	8	11	1	1	0	-9	-4	1
O=C(Nc1ccc(F)cc1F)c1c(C(F)(F)F)ccnc1Oc1ccc(Cl)cc1	-2	0	10	3	3	1	-2	-15	-6
COc1ccc(CN2CCNC(=O)C2CC(=O)NCCc2cnccn2)cc1C (stereo not drawn)	2	3	12	-1	5	-4	-3	-3	-3
O=C(CSc1nnc(SCC(=O)c2ccco2)s1)c1ccco1	-2	-6	-8	-2	23	14	3	-20	1
O=C(c1cccc2ccccc12)N1CCN(c2ccccc2F)CC1	1	2	9	1	16	-8	-1	-2	-11
COc1ccc(OCC(O)CN2CCN(c3ncccn3)CC2)cc1 (stereo not drawn)	3	-2	-7	1	20	7	-7	-20	16
CCCCCn1c(C)c2c(OCC)cccc(=O)c2c1C	-4	8	1	14	5	1	-1	-21	-5
C/C(=N\NC(=S)NCc1ccccc1)c1ccc(C)o1	-1	8	5	-1	20	-8	1	8	-7
COc1ccc(-n2nnc3c(=O)n(CC(=O)N4CCCC4)cnc32)cc1	0	10	9	3	18	-6	-11	-1	7
COc1ccc(CNC(=O)C2CSC(=O)C2)cc1 (stereo not drawn)	-8	-6	-4	2	17	4	2	7	-15
CCOC(=O)c1ccc(NC2=CC(=O)C(=O)c3ccccc32)cc1	-6	-53	9	12	82*	9	33	32	46
Cc1cc(N2CCOCC2)nc(-c2ccc(Br)cc2)n1	0	16	-13	-1	-58	-7	-7	-7	3
C/C=C/COC(=O)c1[nH]c2c(c1C)C(=O)CC(c1ccco1)C2 (stereo not drawn)	-6	-8	-12	-13	-24	6	11	-12	15
Cc1ccccc1OCC(=O)N(Cc1cccc(F)c1)C1CCS(=O)(=O)C1 (stereo not drawn)	-3	6	2	3	8	-3	2	1	-2

Grouped by structure: those above containing bromine
SMILES	beta cell repl	UBC13 polyUb	SENP8 block-1	SENP1 inh	SENP8 block-2	SENP7 inh	HKDC1 inhibitor	SENP6 block	PfG6PD inh
O=C(NCCC(=O)N1CCN(C(=O)c2ccco2)CC1)c1ccc(Br)cc1	-4	2	-1	1	-1	-3	0	-19	-7
Cc1cc(N2CCOCC2)nc(-c2ccc(Br)cc2)n1	0	16	-13	-1	-58	-7	-7	-7	3

2 entries from above, as a markdown table:
| SMILES | beta cell repl | UBC13 polyUb | SENP8 block-1 | SENP1 inh | SENP8 block-2 | SENP7 inh | HKDC1 inhibitor | SENP6 block | PfG6PD inh |
| --- | --- | --- | --- | --- | --- | --- | --- | --- | --- |
| C/C(=N\NC(=S)NCc1ccccc1)c1ccc(C)o1 | -1 | 8 | 5 | -1 | 20 | -8 | 1 | 8 | -7 |
| O=C(c1cccc2ccccc12)N1CCN(c2ccccc2F)CC1 | 1 | 2 | 9 | 1 | 16 | -8 | -1 | -2 | -11 |

Going on with the list:
SMILES	beta cell repl	UBC13 polyUb	SENP8 block-1	SENP1 inh	SENP8 block-2	SENP7 inh	HKDC1 inhibitor	SENP6 block	PfG6PD inh
CCN(c1ccc(OC)cc1)S(=O)(=O)c1nnc(NC(=O)C2CCCCC2)s1	0	-12	2	1	10	4	-3	-8	14
Cc1ccc2cc(/C=N/NC(=O)[C@H](C)NC(=O)OC(C)(C)C)c(Cl)nc2c1	0	-8	5	1	-6	2	-7	-2	-22
COc1ccc(/C=C/C(=O)Nc2cccnc2)cc1OC	-2	0	-4	3	-233	-2	-8	-9	-11
CC(=O)C[C@@H](O)CC(=O)[C@@H]1OC(=O)CCCCCc2ccccc21	1	4	4	0	-8	2	2	5	3
CC(=O)Nc1ccc(NC(=O)CSc2nnc(NC(=O)c3ccc(Br)o3)s2)cc1	-6	-3	70*	0	-86	48	6	87*	-12
CC(C)(C)CC(=O)Nc1nnc(SCC(=O)NC2CCCC2)s1	-3	3	0	3	4	8	-7	0	-13
CN1CCN(C(=O)c2ccc(-c3cccs3)s2)CC1	1	14	1	-10	-478	9	-1	6	2
O=CN1CCN(C(=O)c2cc3cc(Cl)ccc3[nH]2)CC1	-2	-3	-1	1	1	-1	-5	11	5
CCc1ccc(C(=O)COC(=O)CNC(=O)c2ccco2)cc1	1	4	0	2	24	10	4	-19	-6
O=C(O)c1cc(NCc2ccccc2C(F)(F)F)ccc1N1CCOCC1	-2	2	0	1	-80	4	5	-5	8
CCN(CC)CCSc1nc2ccc(OC)cc2[nH]1	2	4	5	3	4	-4	-5	9	3
Cc1nnc(SCC(=O)Nc2ccc3c(c2)OCO3)s1	-2	-3	2	2	10	5	-2	-19	-4
O=C(NC1CCCC1)C1CCN(C(=O)Nc2cccc(Cl)c2)CC1	1	-3	-4	-1	5	-3	-2	-15	-9
CCOc1ccc(OCC)c(S(=O)(=O)NCc2ccccn2)c1	1	5	-10	2	9	-2	-9	0	3
COc1cccc(CNC(=O)C2CCN(S(=O)(=O)c3cccs3)CC2)c1	-1	-5	-9	0	8	-9	1	-20	-14
